Bioassay records as filed in PubChem BioAssay.
MEKK2mut PB1 HTS – MEK5 binding signal on mutant MEKK2 PB1, primary screen, biochemical, multiplex bead flow cytometry, Alexa488-MEK5; Alexa488-MEK5 binding to MEKK2 mutant; percent response, % at 10 µM; 290,000 tested, 0.35% active; in the data active = percent response above about 24%, passing the limit was not always enough; also: inactives centre near 1; some results filed as inactive read as strong as hits
CRFR2-BP ag – agonists of CRF-BP/CRF-R2 complex, primary screen, cell-based, HEK293, calcium dye fluorescence, uHTS. CRF-binding protein / CRF receptor 2 complex (human). 350,000 tested, 0.46% active. activation, % at 13.2 µM. calcium dye fluorescence (FLIPR); percent of saturating CRF peptide response;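 active = activation of at least 50%, plus an integration ratio under a set limit after plate pattern correction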;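 also: plate controls were neutral control wells without compound for no effect and CRF at EC100 for full effect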
SUMO HTRF inh – inhibitors of in vitro SUMOylation cascade, primary screen, biochemical, HTRF, uHTS; HTRF SUMOylation assay, SAE1/SAE2 + UBC9; inhibition, % at 35 µM; 290,000 tested, 0.36% active; AID 2006, 2009; in the data active = inhibition above about 50%, passing the limit was not always enough; also: strong numbers were not always called active
Target sequence (P63279 whole entry, looked up): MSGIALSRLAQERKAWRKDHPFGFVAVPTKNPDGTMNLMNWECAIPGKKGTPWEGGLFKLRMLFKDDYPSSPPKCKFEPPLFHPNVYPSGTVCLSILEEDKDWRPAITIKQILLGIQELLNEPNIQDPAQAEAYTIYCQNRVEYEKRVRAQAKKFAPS
HCV NS3 hel inh – inhibitors of HCV NS3 helicase, primary screen, biochemical, Cy5 molecular beacon fluorescence; Hepatitis C virus NS3 helicase; NS3 helicase DNA unwinding; inhibition, % at 10.9 µM; 290,000 tested, 0.56% active; AID 1800, 2009;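 active = inhibition above the mean of all tested compounds plus 3 SD, set per campaign, cut at about 35% in these data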;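 also: 0% = DMSO wells and 100% = thioflavine S control wells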
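Control set: DMSO versus 110 µM thioflavine S; Material: NS3 helicase fragment of HCV; Measured by: Cy5 fluorescence at 0 and 60 min, beacon hairpin quenching; Read-out basis: percent inhibition from t60/t0 fluorescence ratio; Times: reaction time 60 min, 25 °C; Repeats: single replicate; Compound dosing: single dose, 10.9 µM nominal final, DMSO 0.8% final.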
MEKK3 PB1 HTS – modulators of MEKK3-MEK5 PB1 binding, primary screen, biochemical, wildtype MEKK3, multiplex bead flow cytometry, Alexa488-MEK5 | binding response (% of control), % at 10 µM | 290,000 tested, 1.4% active | Mitogen-activated protein kinase kinase kinase 3 (Homo sapiens), Q99759 | bead-based flow cytometry, Alexa488-MEK5 binding to MEKK3; actives lie on both sides; 0 = blocked by unlabeled MEK5, 100 = vehicle;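 active = binding response more than 3 SD above or below the average of its plate-row segment, actives on both sides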;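 also: Alexa488 bead fluorescence after subtracting the streptavidin-only scavenger bead signal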
Target sequence (Q99759 whole entry, looked up): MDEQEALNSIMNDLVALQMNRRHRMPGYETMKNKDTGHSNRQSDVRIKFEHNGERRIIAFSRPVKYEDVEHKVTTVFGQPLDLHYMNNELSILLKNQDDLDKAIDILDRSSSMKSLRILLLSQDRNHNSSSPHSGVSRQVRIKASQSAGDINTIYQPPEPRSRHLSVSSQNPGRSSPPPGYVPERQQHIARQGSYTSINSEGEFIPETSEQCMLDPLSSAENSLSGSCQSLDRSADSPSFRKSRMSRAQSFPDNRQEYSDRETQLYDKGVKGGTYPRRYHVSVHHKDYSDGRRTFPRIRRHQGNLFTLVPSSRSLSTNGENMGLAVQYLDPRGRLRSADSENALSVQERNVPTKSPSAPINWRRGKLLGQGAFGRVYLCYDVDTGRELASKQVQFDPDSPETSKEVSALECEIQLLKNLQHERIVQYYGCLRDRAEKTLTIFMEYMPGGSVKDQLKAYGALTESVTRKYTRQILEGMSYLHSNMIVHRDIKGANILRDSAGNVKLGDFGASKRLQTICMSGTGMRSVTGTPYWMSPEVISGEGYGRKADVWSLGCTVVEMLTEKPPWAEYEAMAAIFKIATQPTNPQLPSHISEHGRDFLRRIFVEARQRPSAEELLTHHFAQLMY
GalR3 antagonist – GalR3 antagonists in HEK293 cells, primary screen, cell-based, fluorescence readout | HEK293 GalR3-CNG cAMP membrane potential fluorescence; galR3 body fused to GalR1 C-terminus | inhibition, % at 3 µM | 360,000 tested, 0.44% active | AID 651719, 2012;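 active = inhibition above the screen-wide average plus 3 SD, cut at about 13% in these data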;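 also: forskolin and galanin both at EC90 stimulate the cells; cAMP rise reported by CNG channel membrane potential dye signal; 0% = forskolin plus galanin with DMSO and 100% = forskolin alone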
Target sequence (O60755 1-299 limits assumed): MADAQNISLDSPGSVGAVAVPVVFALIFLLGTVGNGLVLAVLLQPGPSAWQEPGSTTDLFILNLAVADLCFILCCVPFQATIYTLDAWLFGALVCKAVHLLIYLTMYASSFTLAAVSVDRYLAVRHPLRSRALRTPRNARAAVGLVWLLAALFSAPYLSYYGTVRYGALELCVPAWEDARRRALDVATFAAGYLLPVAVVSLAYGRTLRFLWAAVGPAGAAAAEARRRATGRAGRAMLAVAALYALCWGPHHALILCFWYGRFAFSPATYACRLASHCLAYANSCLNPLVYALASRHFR
FID counter – compounds displacing fluorescent DNA intercalator, primary screen, artefact control for HCV NS3 helicase inhibitor project, biochemical, FID fluorescence | DNA fluorescent intercalator displacement | inhibition, % at 7.9 µM | 290,000 tested, 0.17% active; in the data active = inhibition above about 37%;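 also: 0% = vehicle and 100% = reference compound; higher means more ethidium bromide displaced from hairpin DNA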
MEKK2 WT-MEK5 – modulators of MEK5 binding to wildtype MEKK2, primary screen, biochemical, multiplex bead flow cytometry, Alexa488-MEK5; Alexa488-MEK5 binding to MEKK2 WT; actives lie on both sides; binding response (% of control), % at 10 µM; 290,000 tested, 1.1% active; in the data active = binding response below about 67% or above about 130%
CRFBP-R2 block – antagonists of CRF-BP/CRF-R2 complex, primary screen, cell-based, HEK293, calcium dye fluorescence, uHTS. CRF-induced calcium fluorescence. 350,000 tested, 0.59% active. inhibition, % at 11.8 µM;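 active = inhibition of the ligand-induced calcium signal above about 50% at the single tested concentration, limit read from the data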
Active calls of the source: *; nt = no result given; [ ] = dose if it differs, or a comment. An excerpt; count on the stated rates, not on these rows.

| mol | MEKK2mut PB1 HTS | CRFR2-BP ag | SUMO HTRF inh | HCV NS3 hel inh | MEKK3 PB1 HTS | GalR3 antagonist | FID counter | MEKK2 WT-MEK5 | CRFBP-R2 block |
| --- | --- | --- | --- | --- | --- | --- | --- | --- | --- |
| N#CC(C#N)=C(N)Nc1cccc(Cl)c1 | 1.0 | 0.8 | -1.0 | 0.1 | 103.0 | -2.9 | -2.8 | 105.0 | -18.9 |
| O=C(Nc1ccc(Nc2ccccc2)cc1)c1ccc(Br)o1 | nt | 3.7 | 3.3 | -6.8 | nt | -2.4 | 1.5 | nt | -36.1 |
| COCCn1c(=O)[nH]c2cc(C(=O)NCc3cccnc3)ccc2c1=O | -2.0 | -1.5 | 20.4 | 8.2 | 98.0 | -4.5 | -3.1 | 97.0 | 10.5 |
| Cc1cccc2nc(CSc3ncccc3C(=O)O)cn12 | -2.0 | 4.9 | 22.9 | -6.0 | 102.0 | -6.2 | -5.8 | 95.0 | 9.2 |
| CSC(=NC#N)N1CCN(C(=NC#N)SC)CC1 | -60.0 | -1.6 | 22.8 | -5.4 | 2.0*[inhibitor] | -2.6 | 4.2 | 1.0*[inhibitor] | -22.4 |
| O=C(NCCCCc1ccccc1)c1ccccc1Cl | -10.0 | -0.8 | 5.7 | 5.5 | 112.0 | -6.2 | -18.2 | 99.0 | -3.1 |
| O=C(Cc1cccs1)N/N=C/C=C/c1ccccc1[N+](=O)[O-] | 2.0 | 0.7 | 7.1 | -5.0 | 101.0 | -1.5 | -11.3 | 101.0 | -3.0 |
| CN(C)c1cc(-c2ccc(C#N)cc2)oc(=O)c1Cl | -19.0 | -0.8 | 6.3 | -3.6 | 66.0 | -1.1 | -1.9 | 62.0 | 13.9 |

Profiles, quoted from the list. Order of values: MEKK2mut PB1 HTS	CRFR2-BP ag	SUMO HTRF inh	HCV NS3 hel inh	MEKK3 PB1 HTS	GalR3 antagonist	FID counter	MEKK2 WT-MEK5	CRFBP-R2 block
Listed for COCCn1c(=O)[nH]c2cc(C(=O)NCc3cccnc3)ccc2c1=O = -2.0	-1.5	20.4	8.2	98.0	-4.5	-3.1	97.0	10.5
Listed for N#CC(C#N)=C(N)Nc1cccc(Cl)c1 = 1.0	0.8	-1.0	0.1	103.0	-2.9	-2.8	105.0	-18.9
Listed for O=C(Nc1ccc(Nc2ccccc2)cc1)c1ccc(Br)o1 = nt	3.7	3.3	-6.8	nt	-2.4	1.5	nt	-36.1

Continuation:
| mol | MEKK2mut PB1 HTS | CRFR2-BP ag | SUMO HTRF inh | HCV NS3 hel inh | MEKK3 PB1 HTS | GalR3 antagonist | FID counter | MEKK2 WT-MEK5 | CRFBP-R2 block |
| --- | --- | --- | --- | --- | --- | --- | --- | --- | --- |
| CO/N=C/CC(=O)c1cnc(-c2ccccc2)s1 | -15.0 | -1.6 | -1.6 | 27.7 | 79.0 | -4.8 | -11.4 | 76.0 | 10.7 |
| O=C(O)CCC(=O)N1N=C(c2ccco2)CC1c1ccco1 (centres undefined) | 0.0 | 0.0 | 5.9 | 3.3 | 104.0 | -9.5 | -4.2 | 107.0 | 8.8 |
| O=C(CN(C(=O)c1ccccc1Cl)C1CCCCC1)Nc1ccc(Cl)c([N+](=O)[O-])c1 | 5.0 | -0.8 | -28.4 | -6.5 | 104.0 | -3.5 | 2.0 | 120.0 | -25.9 |
| COc1ccc(/C=N/NC(=O)c2ccccc2)cc1OS(=O)(=O)c1ccccc1 | -1.0 | 0.8 | 2.3 | -12.3 | 97.0 | -6.8 | -19.6 | 98.0 | -6.4 |
| CCCCN(CC)Cc1ccc(CNC(=O)Nc2ccc(Cl)cc2)o1 | 8.0 | 0.6 | 11.9 | 5.1 | 105.0 | -1.3 | 11.1 | 110.0 | 8.5 |
| O=C(Cc1nc(-c2cnccn2)no1)NNC(=O)Nc1ccccc1 | -12.0 | -0.8 | 5.0 | -6.9 | 93.0 | 3.2 | -6.0 | 93.0 | 8.7 |
| O=C(Nc1ccc(N2CCN(C(=O)c3ccco3)CC2)cc1)c1ccco1 | -10.0 | 0.8 | 3.5 | 3.1 | 83.0 | -2.9 | -17.6 | 87.0 | -6.5 |
| O=C(CC1N=C2c3ccccc3N=C(SCc3ccccc3Cl)N2C1=O)NCc1ccco1 (centres undefined) | -1.0 | -1.8 | 14.4 | 20.1 | 99.0 | -1.2 | -30.1 | 94.0 | 89.4* |
| O=C(NCCCO)c1cc2c([nH]c3ccccc32)c(-c2ccccc2)n1 | 5.0 | -1.6 | 8.3 | -0.8 | 104.0 | -8.0 | -30.6 | 108.0 | -1.1 |
| O=[N+]([O-])c1ccccc1S(=O)(=O)Nc1ccc(S(=O)(=O)N2CCOCC2)cc1 | 0.0 | 0.0 | 14.1 | 9.2 | 100.0 | -9.4 | -4.8 | 99.0 | 4.1 |
| CCOC(=O)CCC(NC(=O)c1ccccc1C(=O)NC(CCC(=O)OCC)C(=O)OCC)C(=O)OCC (centres undefined) | 0.0 | -1.6 | 3.4 | -3.1 | 110.0 | -2.8 | -28.7 | 109.0 | -31.5 |
| O=C(CNC(=O)c1ccco1)NCC(=O)OCc1ccc(Cl)cc1Cl | 2.0 | -1.8 | -3.7 | 2.4 | 102.0 | -9.5 | -11.5 | 100.0 | -4.2 |
| CC(NC(=S)NC1CCCCC1)c1ccc(C(C)(C)C)cc1 (centres undefined) | 5.0 | 13.7 | 6.7 | -8.7 | 101.0 | -4.5 | -27.8 | 119.0 | -67.9 |
| C=CCNC(=S)N/N=C/c1cn(C)c2ccccc12 | 1.0 | 0.1 | -29.3 | -9.5 | 92.0 | -3.1 | -3.0 | 97.0 | -6.0 |
| CS(=O)(=O)Nc1ccc(-c2ccc(/C=C3\SC(N)=NC3=O)o2)cc1 | -5.0 | 6.3 | 3.8 | 13.6 | 95.0 | 0.2 | -7.5 | 95.0 | -10.8 |
| CCCNC(=O)COC(=O)c1ccccc1OCc1ccc(Cl)cc1 | 5.0 | -3.2 | -11.7 | 0.4 | 103.0 | -6.6 | -33.3 | 110.0 | 32.6 |
| O=C(Nc1ccc(N2CCN(C(=O)c3ccccc3)CC2)c(Cl)c1)c1ccco1 | 5.0 | -0.9 | 8.3 | -1.8 | 101.0 | -0.2 | -28.6 | 99.0 | -1.2 |
| O=C(Cc1ccccc1)O/N=C1\CCCc2ccccc21 | -47.0 | -0.5 | 1.0 | -3.5 | 109.0 | 0.1 | -7.6 | 102.0 | -2.8 |
| CCc1cccc(OCC2Cn3c(nc4c3c(=O)n(C)c(=O)n4C)O2)c1 (centres undefined) | 1.0 | 1.4 | -0.7 | 26.9 | 100.0 | -6.5 | -35.5 | 105.0 | 11.8 |
| N#CCc1ccc(NC(=O)Cn2c(=O)oc3ccccc32)cc1 | 7.0 | -0.8 | 16.6 | -2.4 | 108.0 | -5.1 | -0.1 | 109.0 | 2.0 |
| O=C(Nc1ccccc1C(=O)Nc1ccc(Cl)cc1)c1cccnc1 | 2.0 | -1.0 | 5.3 | 1.6 | 97.0 | -3.5 | -17.6 | 104.0 | -6.7 |
| COCCN(Cc1cc2cc(C)ccc2n2nnnc12)C(=S)Nc1cccc(C)c1 | 2.0 | 1.6 | 8.5 | -13.8 | 103.0 | -5.0 | 0.5 | 98.0 | 1.5 |
| CCn1c(CCn2c3ccccc3c3ccccc32)n[nH]c1=S | 13.0 | -2.5 | -8.9 | -0.6 | 105.0 | 0.6 | -12.0 | 109.0 | -55.7 |
| CC(=O)NN1C(=O)c2ccc(Oc3cccc([N+](=O)[O-])c3)cc2C1=O | 4.0 | -1.1 | 10.7 | 17.3 | 105.0 | 0.2 | 0.7 | 104.0 | 9.6 |
| O=c1cnn([C@@H]2O[C@H](CO)[C@@H](O)[C@H]2O)c(=O)[nH]1 | 5.0 | -0.4 | 2.6 | -9.5 | 102.0 | nt | 0.1 | 101.0 | -5.8 |
| Cn1c(SCC(=O)NCc2ccc3c(c2)OCO3)nc2c(c1=O)SCC2 | 1.0 | 0.4 | -3.8 | 3.9 | 103.0 | -1.1 | -8.2 | 101.0 | -7.7 |
| Cc1nn(C(C)(C)C)c(OC(=O)C2CCCC2)c1S(=O)(=O)c1ccccc1 | nt | 1.9 | -4.6 | 2.4 | nt | -5.8 | -4.3 | nt | 4.8 |
| CCC(=O)c1c(NCCc2ccccc2)cc(C)oc1=O | 1.0 | -3.0 | -2.6 | -2.9 | 108.0 | -3.5 | -8.0 | 97.0 | 22.5 |
| N#C/C(=C\Nc1ccc(Cl)cn1)S(=O)(=O)c1ccccc1 | 0.0 | -0.8 | 4.0 | -7.2 | 101.0 | -6.1 | -10.1 | 97.0 | 1.5 |
| COC(=O)Nc1ccc(S(=O)(=O)Nc2ccc(C(=O)O)cc2)cc1 | -4.0 | -0.3 | 6.5 | 7.0 | 99.0 | -6.7 | 6.5 | 98.0 | 2.0 |
| CC(=O)Oc1ccc(C(=O)Nn2cnnc2)cc1 | 3.0 | 2.9 | nt | 6.1 | 106.0 | -3.5 | -1.4 | 101.0 | -1.4 |
| CCN(CC(=O)NCc1ccc(F)cc1)C(=O)c1cc2ccccc2o1 | 0.0 | 0.1 | 0.9 | -3.1 | 103.0 | -6.4 | -13.8 | 99.0 | 14.0 |
| O=C(OCCN1CCN(C2=NS(=O)(=O)c3ccccc32)CC1)c1ccccc1F | 0.0 | 0.7 | 16.5 | 7.2 | 101.0 | -6.6 | -28.4 | 99.0 | 1.9 |
| O=C(CNC(=S)N(CCCN1CCOCC1)Cc1cccs1)NCCCN1CCOCC1 | -1.0 | 6.7 | 3.4 | -5.3 | 100.0 | -8.6 | 7.0 | 101.0 | -17.2 |
| CCCS(=O)(=O)n1nc(-c2ccc(OC)cc2)cc1N | 10.0 | -0.5 | 8.9 | -5.2 | 106.0 | 1.1 | -1.3 | 107.0 | -1.7 |
| Cc1cc(C)c2cc(C(c3nnnn3CC3CCCO3)N3CCN4CCCC4C3)c(=O)[nH]c2c1 (centres undefined) | 4.0 | 1.3 | -7.0 | -2.0 | 101.0 | -1.6 | 4.8 | 102.0 | -9.7 |
| CC(NC(=O)Cc1ccc(F)cc1)c1ccc(F)cc1 (centres undefined) | -1.0 | 0.2 | 8.2 | -21.2 | 102.0 | -4.6 | -3.1 | 104.0 | 7.5 |
| CCc1ccc(C2=NN(C(=O)CCC(=O)O)C(c3cccs3)C2)cc1 (centres undefined) | 0.0 | -2.0 | 7.4 | 18.0 | 99.0 | -2.3 | -36.3 | 103.0 | -7.6 |
| Cc1cc(=O)oc2n[nH]c(-c3ccccc3)c12 | nt | -0.5 | 20.3 | -3.0 | nt | -3.1 | 0.6 | nt | -1.8 |
| COc1ccc(CCNC(=O)Cc2ccc(NC3=NC4CS(=O)(=O)CC4S3)cc2)c(OC)c1 (centres undefined) | -2.0 | -0.8 | 2.0 | 5.5 | 99.0 | nt | -10.1 | 97.0 | 13.0 |
| O=C(NC(C(=O)N/N=C/c1cccc2ccccc12)c1n[nH]c(=O)c2ccccc12)c1ccccc1 (centres undefined) | 2.0 | 3.5 | 19.8 | -25.3 | 101.0 | -2.8 | -16.7 | 90.0 | -17.5 |
